# Bioassay records (PubChem)
# Yp Topo-I inh = Y. pestis Topo-I inhibition via cleavage products; Y. pestis Topo-I cleavage product accumulation, plate reader; activity, % at 10 µM; 360,000 compounds, 0.064% hits; in the data active means activity above about 50%, passing the limit was not always enough; further: inactives centre near 2
# PriA SSB inh = inhibitors of Klebsiella pneumoniae PriA binding to SSB C-terminal tail | AlphaScreen SSBct-PriA binding, biotinylated peptide | inhibition, % at 33 µM | 430,000 compounds, 0.6% hits; in the data active means inhibition mostly above about 37%, no sharp cut-off; inactive means mostly below about 20%;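 further: plate controls were negative control peptide for no effect and reference peptide for full effect; strong numbers were not always called active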
# PfHsp40 yeast = rescue of PfHsp40-mediated yeast toxicity; S. cerevisiae expressing PfHsp40, growth rescue, ATP luminescence; growth rescue, % at 12.5 µM; 340,000 compounds, 0.68% hits; AID 504582; in the data active means growth rescue above about 28%, passing the limit was not always enough;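 further: yeast W303a lacking pdr1 and pdr3 grown in galactose medium; growth measured after three days at 30 °C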
# Vc quorum ag = quorum light induction in luxS cqsA deficient V. cholerae; V. cholerae BH1578 lux reporter, luminescence, 6 h; activation, % at 18.7 µM; 350,000 compounds, 0.16% hits; in the data active means activation mostly above about 9.7%, no sharp cut-off; further: not every result past the cut was called active; inactives centre near 0; reference of the scale not given here
# 3CLpro inhibitor = SARS-CoV 3CLpro protease inhibition | P0C6X7 | recombinant SARS-CoV 3CLpro, quenched FRET peptide cleavage | inhibition, % at 6 µM | 290,000 compounds, 0.14% hits | AID 1706; in the data active means inhibition above about 12%
# BoNT-A LC inh2 = inhibitors of Botulinum neurotoxin A light chain protease; inhibition, % at 10 µM; multiplex microsphere protease substrate cleavage, flow cytometry; AID 588499; 360,000 compounds, 0.17% hits; further: plate controls were buffer without enzyme for full effect and enzyme alone for no effect
# TcdB GH inh = blocks C. difficile toxin B glycohydrolase activity; 350,000 compounds, 0.24% hits; inhibition, % at 9.99 µM; TcdB glycohydrolase enzymatic assay, plate reader; AID 652162; P18177; in the data active means inhibition above about 10%
# CCHFV vOTU inh = CCHFV vOTU protease inhibition; Pep-AMC fluorescence; inhibition, % at 11.5 µM; 370,000 compounds, 0.55% hits; AID 651958; in the data active means inhibition above about 30%; further: 0% = vehicle wells with enzyme and 100% = no enzyme wells
# Anthrax LF inh2 = anthrax lethal factor protease inhibition | 360,000 compounds, 0.12% hits | multiplex microsphere protease cleavage assay, LF | inhibition, % at 10 µM; further: plate controls were buffer without enzyme for full effect and enzyme alone for no effect
# Target sequence (P15917 whole entry, looked up): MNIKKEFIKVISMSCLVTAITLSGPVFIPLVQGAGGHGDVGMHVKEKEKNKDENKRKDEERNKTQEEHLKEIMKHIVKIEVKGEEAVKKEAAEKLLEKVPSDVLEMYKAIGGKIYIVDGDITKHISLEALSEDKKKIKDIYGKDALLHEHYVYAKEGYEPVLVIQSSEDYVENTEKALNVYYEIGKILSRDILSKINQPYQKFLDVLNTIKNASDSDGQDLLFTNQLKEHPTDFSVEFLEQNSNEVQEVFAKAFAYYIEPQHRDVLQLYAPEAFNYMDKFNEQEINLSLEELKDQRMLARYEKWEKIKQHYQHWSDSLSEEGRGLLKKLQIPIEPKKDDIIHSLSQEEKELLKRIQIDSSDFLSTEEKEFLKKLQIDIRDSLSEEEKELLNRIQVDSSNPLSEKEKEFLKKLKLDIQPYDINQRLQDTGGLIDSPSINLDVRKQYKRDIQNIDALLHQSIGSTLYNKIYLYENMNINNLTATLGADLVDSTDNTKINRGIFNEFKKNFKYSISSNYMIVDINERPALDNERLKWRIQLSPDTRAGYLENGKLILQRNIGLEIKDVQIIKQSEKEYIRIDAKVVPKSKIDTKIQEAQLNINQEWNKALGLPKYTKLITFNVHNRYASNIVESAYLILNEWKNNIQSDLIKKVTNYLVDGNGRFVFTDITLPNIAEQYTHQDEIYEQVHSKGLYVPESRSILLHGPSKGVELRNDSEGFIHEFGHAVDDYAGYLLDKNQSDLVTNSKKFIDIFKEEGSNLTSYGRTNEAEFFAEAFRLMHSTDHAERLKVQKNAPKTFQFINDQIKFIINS
# VHR inh abs = inhibitors of human VHR1 phosphatase (DUSP3); P51452; recombinant VHR phosphatase, pNPP absorbance; inhibition, % at 13.3 µM; 290,000 compounds, 0.52% hits; in the data active means inhibition above about 50%; further: some compounds called inactive have numbers as strong as hits
# Target sequence (P51452 whole entry, looked up): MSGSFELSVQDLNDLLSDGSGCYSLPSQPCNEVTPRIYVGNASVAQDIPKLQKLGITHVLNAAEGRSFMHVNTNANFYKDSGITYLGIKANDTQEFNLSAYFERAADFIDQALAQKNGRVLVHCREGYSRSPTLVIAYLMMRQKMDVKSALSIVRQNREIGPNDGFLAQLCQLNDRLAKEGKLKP
# Active calls of the source: *; i = inactive; nt = no result given; & = joins results of further samples. Unless noted, no stated cut-off is given here; in the data, active means inhibition above about 30%; inconclusive means no clear call, values can overlap the other calls; inactive means below that. These rows are one share of the data; count on the stated rates, not on these rows.
SMILES,Yp Topo-I inh,PriA SSB inh,PfHsp40 yeast,Vc quorum ag,3CLpro inhibitor,BoNT-A LC inh2,TcdB GH inh,CCHFV vOTU inh,Anthrax LF inh2,VHR inh abs
CCOc1cccc(-c2cc(C(=O)N3N=C(C)CC3(O)C(F)F)c3ccccc3n2)c1 (stereo unspecified),5,5,0.0,-0.8,2,0.2,2.0,9,6,24
CCOc1cc2c(C#N)c(N3CCCC3)nc(N)c2c(N)n1,3,-3,-0.3,i,nt,1.1,-1.0,-14,6,nt
O=C(C1=C(O)C(=O)N(CCN2CCOCC2)C1c1ccc(Cl)cc1)c1cc2ccccc2o1 (stereo unspecified),22,-7,-0.6,-0.3,6,-0.5,-0.6,11,-2,1
COc1cccc(C2CCCN2Cc2nc(-c3sccc3C)oc2C)c1 (stereo unspecified),19,0,-0.4,-1.6,-2,-1.2,1.2,7,-7,16
CN(C)CCOC(=O)c1ccc2c(c1)S(=O)(=O)c1ccccc1C2=O,0,4,-1.1,-0.4,1,-0.7,0.4,-5,-4,-9
CCN1CCN(c2nc3c(c(=O)n(C)c(=O)n3C)n2CCSc2ncccn2)CC1,-1,-1,17,-1.0,1,-0.6,nt,-7,-6,6
O=C1CCCN1CCCNc1nc(NCc2ccccc2)nc2ccsc12,9,nt,nt,-1.3,nt,-0.2,-0.1,-9,-1,nt
O=c1[nH]c2cc3c(cc2cc1CN(CCCO)Cc1nnnn1Cc1ccc(F)cc1)OCO3,5,-1,1.7,-2.2,-4,0.8,nt,-10,0,31
CC(=O)Nc1ccc2nc(-c3ccc(Br)o3)[nH]c2c1,-5,-2,-0.4,-0.2,3,-0.1,nt,1,-2,-1
COc1ccc(CC2(CO)CCN(Cc3ccc4nsnc4c3)CC2)cc1,15,-4,-0.5,-0.3,-1,-0.8,1.2,18,-2,8
COc1ccc(NC(=O)CC2C(=O)N(Cc3ccccc3)C(=S)N2CCN2CCOCC2)cc1 (stereo unspecified),8,6,-0.3,i,3,-0.1,-2.4,17,0,23
CC1CN(c2ccc(C(=O)c3ccccc3C(=O)O)cc2[N+](=O)[O-])CC(C)O1 (stereo unspecified),-5,-6,-0.2,i,1,-0.9,0.5,14,-7,6
CC(C)(C)OC(=O)NCCCCCNC(=O)c1ncn(Cc2ccccc2)c1C(=O)NCCCCCNC(=O)OC(C)(C)C,22,-8,12,-0.7,nt,0.8,0.3,25,-3,nt
CC(C)CNC(=S)N1CCN(C(c2ccccc2)c2ccccc2)CC1,28,-11,10,-0.4,2,-0.3,-0.1,0,1,4
COc1ccc(C2=NN(CC(=O)Nc3ccccc3C)C(=O)CC2)cc1,7,-2,-1.4,-0.5,-6,2.3,3.7,-4,3,16
CC[n+]1c(SC)ccc2cc(OC)ccc21,3,-21,-0.2,-0.3,2,0.8,nt,-8,0,-1
Cc1c(C(=O)N2CCN(S(C)(=O)=O)CC2)oc2ccccc12,-1,-9,-0.7,i,2,0.5,nt,-10,1,10
CN(C)C(=O)c1ccc(NC(=O)CSc2nnc(-c3cccs3)n2N)cc1,3,-10,0.6,-0.6,nt,-0.6,-0.8,-7,-4,nt
CCCNC(=O)CNC(=S)N(Cc1cc(OC)c(OC)c(OC)c1)C1CCCC1,8,-12,-1.4,-0.4,4,-1.5,2.2,2,-6,4
C#CCSc1nc(C)cc(C(=O)OCC)c1C#N,2,-11,-0.2,-0.3,2,0.5,0.9,-15,-2,-5
OCCN1CCN(c2ncnc3c2ncn3[C@H]2CN(Cc3cccnc3)C[C@@H](CO)O2)CC1,-6,nt,nt,-0.7,nt,-0.1,0.8,13,2,nt
CC1(C)CC(=O)C=C(c2ccc(OC(F)(F)F)cc2)C1,-3,-20,-0.6,i,nt,0.5,2.4,11,-3,nt
O=C(Nc1cccc(-c2ccc(F)cc2)c1)C1CCCN(C(=O)c2cscn2)C1 (stereo unspecified),14,2,1.7,-0.6,-5,0.3,0.8,-8,1,15
CC(C)c1ccc(N2C(=O)C3C4C=CC(CC4)C3C2=O)cc1 (stereo unspecified),13,-9,0.1,-0.4,-1,nt,-0.4,10,nt,9
Cn1cccc1/C=N/NC(=O)Cn1cnc2ccccc21,3,nt,1.0,i,2,-0.3,nt,1,-6,10

# Ordered by SMILES length (low to high): part of the list above.
SMILES,Yp Topo-I inh,PriA SSB inh,PfHsp40 yeast,Vc quorum ag,3CLpro inhibitor,BoNT-A LC inh2,TcdB GH inh,CCHFV vOTU inh,Anthrax LF inh2,VHR inh abs
CC(=O)Nc1ccc2nc(-c3ccc(Br)o3)[nH]c2c1,-5,-2,-0.4,-0.2,3,-0.1,nt,1,-2,-1
CC1(C)CC(=O)C=C(c2ccc(OC(F)(F)F)cc2)C1,-3,-20,-0.6,i,nt,0.5,2.4,11,-3,nt
Cc1c(C(=O)N2CCN(S(C)(=O)=O)CC2)oc2ccccc12,-1,-9,-0.7,i,2,0.5,nt,-10,1,10
CN(C)CCOC(=O)c1ccc2c(c1)S(=O)(=O)c1ccccc1C2=O,0,4,-1.1,-0.4,1,-0.7,0.4,-5,-4,-9
CN(C)C(=O)c1ccc(NC(=O)CSc2nnc(-c3cccs3)n2N)cc1,3,-10,0.6,-0.6,nt,-0.6,-0.8,-7,-4,nt
CCCNC(=O)CNC(=S)N(Cc1cc(OC)c(OC)c(OC)c1)C1CCCC1,8,-12,-1.4,-0.4,4,-1.5,2.2,2,-6,4
COc1ccc(NC(=O)CC2C(=O)N(Cc3ccccc3)C(=S)N2CCN2CCOCC2)cc1 (stereo unspecified),8,6,-0.3,i,3,-0.1,-2.4,17,0,23

# 2 records picked at random from those above, as already listed:
SMILES,Yp Topo-I inh,PriA SSB inh,PfHsp40 yeast,Vc quorum ag,3CLpro inhibitor,BoNT-A LC inh2,TcdB GH inh,CCHFV vOTU inh,Anthrax LF inh2,VHR inh abs
COc1ccc(NC(=O)CC2C(=O)N(Cc3ccccc3)C(=S)N2CCN2CCOCC2)cc1 (stereo unspecified),8,6,-0.3,i,3,-0.1,-2.4,17,0,23
O=C1CCCN1CCCNc1nc(NCc2ccccc2)nc2ccsc12,9,nt,nt,-1.3,nt,-0.2,-0.1,-9,-1,nt

# Remaining list, next part.
SMILES,Yp Topo-I inh,PriA SSB inh,PfHsp40 yeast,Vc quorum ag,3CLpro inhibitor,BoNT-A LC inh2,TcdB GH inh,CCHFV vOTU inh,Anthrax LF inh2,VHR inh abs
Clc1ccc2c(SCC3CO3)c3ccccc3nc2c1 (stereo unspecified),1,-20,1.3,i,nt,1.1,0.7,-50,-2,nt
CC(NC(=O)Oc1ccccc1)C(c1cccs1)N1CCOCC1 (stereo unspecified),-1,1,-0.6,i,3,-0.9,-0.2,-16,-2,22
CCOC(=O)C(Cc1ccc(O)cc1)NC(=O)CNC(=O)C(CC(C)C)NC(=O)OC(C)(C)C (stereo unspecified),9,1,-1.8,-0.2,-3,0.1,0.3,-3,2,4
Cc1ccccc1C(=O)Nc1cccc(-c2nnc(SCC(=O)O)n2C)c1,-1,-8,-1.1,-0.5,-2,-0.7,nt,7,0,22
COC(=O)c1ccc(CSc2nnnn2-c2ccccc2)o1,-1,-20,-1.0,0.9,5,1.8,nt,8,-2,-1
COc1ccc(C(=O)NNC(=O)c2ccc3ccccc3c2O)cc1,2,1,-1.5,-4.7,2,1.9,1.0,-6,-6,-8
O=[N+]([O-])C1=CC=C2C(=NC3(CCCCC3)N2O)C1=NC1CCCCC1,4,15,1.9,-1.5,0,1.5,-2.4,15,0,34
O=C(Cc1ccccc1)O/N=C1\CCCc2ccccc21,4,nt,-0.8,i,4,-0.2,0.9,6,0,24
CCOP(=O)(c1ccc(N(C)C)cc1)C(O)c1ccccc1F (stereo unspecified),5,-4,-0.2,-0.5,1,-3.4,-0.4,8,8,-9
C[C@@H]1CN([C@@H](C)CO)C(=O)CCCn2nncc2CO[C@H]1CN(C)C(=O)Nc1ccc2c(c1)OCO2,-2,nt,nt,-0.4,nt,-0.4,1.4&-0.1&-1.1,10,-9,nt
O=C(NC1CC1)C1=C[C@H](c2ccc(C(F)(F)F)cc2)C[C@H](OCc2ccc(CO)cc2)O1,-3,-2,-0.7,-8.3,3,-0.4,1.3,2,-5,7
CCc1ccc(C2=NN(C(=O)CCC(=O)O)C(c3cccs3)C2)cc1 (stereo unspecified),10,-2,16,-0.6,2,0.3,0.0,-5,-17,14
COc1ccc(S(=O)(=O)N2CCOCC2)cc1NC(=O)COC(=O)C1=COCCO1,1,-8,0.3,i,4,-0.6,0.9,2,-2,11
CC(=O)c1ccc(S(=O)(=O)N2CCc3ccccc3C2)cc1,6,-23,-2.2,-0.3,2,nt,0.7,-7,nt,10
COc1ccc(CNC(=O)CN2C(=O)COc3ccc(S(=O)(=O)N4CCOCC4)cc32)cc1,0,-13,-1.0,-0.2,0,0.9,1.1,8,2,-9
Cc1cc(C(=O)NNC(=O)CCN2CCN(c3ccccc3)CC2)c2ccccc2n1,-14,-3,-0.3,-0.9,1,-0.3,2.2,-13,-3,-6
OCCNCC1(O)C2CC3CC(C2)CC1C3 (stereo unspecified),0,-21,-0.6,-3.3,-1,-1.6,nt,4,-5,27
Cc1ccc(Cl)cc1NC(=O)c1ocnc1C,0,5,-0.4,3.7,8,-0.1,nt,3,-2,22
Cc1ccc2cc(CN(Cc3nnnn3Cc3ccco3)CC3CCCO3)c(=O)[nH]c2c1C (stereo unspecified),25,1,-0.5,-0.2,-3,-0.3,nt,-8,0,-16
CCCSc1cc(N2CCN(C)CC2)nc(-c2ccc(OC)cc2)n1,-2,18,-0.7,i,-3,-0.5,nt,3,-3,10
CCOc1cc(C(=O)Nc2ccc(S(=O)(=O)N3CCCCC3)cc2)ccc1OCC(=O)N1CCOCC1,21,2,0.9,-3.7,nt,-4.0,-0.9,-2,-3,nt
Nc1ccc(-c2c3ccc(=O)cc-3oc3cc(O)ccc23)cc1C(=O)O,-6,-3,-0.6,i,-50,21,1.1,21,128*,18
COc1ccccc1S(=O)(=O)N(C)C[C@@H]1OCc2cnnn2CCCC(=O)N([C@H](C)CO)C[C@@H]1C,3,nt,nt,-0.4,nt,0.0,0.5&-8.2,-4,3,nt
CSc1sc(-c2ccnc(SCCS(C)(=O)=O)n2)c(-c2ccccc2)c1C#N,-4,6,1.3,-0.6,2,1.6,0.5,-16,4,10
COc1ccc(NC(=O)COC(=O)Cc2ccc(-c3ccccc3)cc2)c(OC)c1,6,-7,2.5,-2.0,1,-0.4,nt,14,0,13
